FECH block: inhibitors of human ferrochelatase; P22830; purified FECH, Ni-mesoporphyrin absorbance 550 nm; calls only at 10 µM (by protocol); 20,000 compounds, 3.3% hits; AID 1671448;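 active = enzyme reaction rate more than 3 SD below the solvent-only control wells on the same plate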;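 also: lower slope than DMSO wells means FECH inhibition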
Target sequence (P22830 whole entry, looked up): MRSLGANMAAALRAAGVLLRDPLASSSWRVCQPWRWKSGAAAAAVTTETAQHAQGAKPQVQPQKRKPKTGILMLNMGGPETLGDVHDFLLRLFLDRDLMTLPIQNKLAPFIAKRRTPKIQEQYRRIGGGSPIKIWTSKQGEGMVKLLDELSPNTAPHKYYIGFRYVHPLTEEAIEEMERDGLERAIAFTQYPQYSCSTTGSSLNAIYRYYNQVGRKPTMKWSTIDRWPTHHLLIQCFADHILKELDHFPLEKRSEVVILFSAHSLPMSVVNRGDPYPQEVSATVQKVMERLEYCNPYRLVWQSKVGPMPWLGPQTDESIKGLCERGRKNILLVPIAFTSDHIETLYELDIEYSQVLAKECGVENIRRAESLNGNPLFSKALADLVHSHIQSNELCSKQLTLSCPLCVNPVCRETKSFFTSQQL
Calls only; i = inactive; + = active, no number. A portion of the library; count on the stated rates, not on these rows.

SMILES | FECH block
Cc1onc(-c2ccccc2)c1C(=O)N1Cc2cnc(CC(C)C)nc2C1 | i
COc1ccc(OC)c(CNC(=O)c2nc3ccccc3n(C)c2=O)c1 | i
Cc1ncc2c(=O)n(CCOc3ccc(F)cc3)c(=O)n(C)c2n1 | i
Cc1ccc(Nc2cc(C)nc(N3CCN(S(=O)(=O)c4cccc(Cl)c4)CC3)n2)cc1 | i
Cc1cc(N(C)C)nc(Nc2ccc(NC(=O)c3cccs3)cc2)n1 | i
Cc1ccc(-c2nc3cccnc3n2CCCNS(=O)(=O)N(C)C)cc1 | i
O=C(Nc1cccnc1)C1CCN(c2ncnc3c2nc2n3CCCCC2)CC1 | i
Cc1ccc(NC(=O)CN2CCN(Cc3ccccc3Cl)S2(=O)=O)cc1 | i
CC(c1ccon1)N(C)S(=O)(=O)NCc1ccccc1 (stereo unspecified) | i
CCC(CO)N(Cc1cccs1)C(=O)c1cc(C(C)C)[nH]n1 (stereo unspecified) | i
Cc1ccccc1-c1ncc(CN2CCC3(CC2)C(=O)NCCCN3C)cn1 | i
Clc1ccc(Nc2nc(NCCN3CCOCC3)nc3c2cnn3-c2ccccc2)cc1 | i
Oc1ccc(CN2CCOc3c(O)cc(-c4cccc(Cl)c4)cc3C2)cc1 | i
Cc1cc(N(C)C)nc(N2CCN(S(=O)(=O)c3ccccc3)CC2)n1 | +
Cc1ccc2[nH]c(CCNc3nc(CCN)nc4ccccc34)nc2c1C | i
COCC(C)NC(=O)C1CCN(Cc2cnc(-c3cccc(C)c3)nc2)CC1 (stereo unspecified) | i
Cc1cc(C(=O)N(C)Cc2c(C)noc2C)c2cccc(C)c2n1 | i
COc1ccc(CNc2nc3nc(CN4CCC(C)CC4)cc(=O)n3[nH]2)cc1 | i
CCc1c(C)nc2ncnn2c1Sc1ccc(NC(=O)C(C)C)cc1 | i
Cc1ccc2cc(C3(O)CCN(C(=O)COc4cccnc4)CC3)ccc2n1 | i
Cc1cccc(CCNC(=O)c2cc3n(n2)CC(C)(C(=O)NCc2ccc(F)cc2)N(C)C3=O)c1 (stereo unspecified) | i
Cc1cc(N2CCCC2)nc(N2CCN(S(=O)(=O)c3ccc(C)c(C)c3)CC2)n1 | i
Cc1cc(C)c(S(=O)(=O)NCCn2c(-c3ccccc3)nc3cccnc32)c(C)c1 | i
Cc1nc(CCN)cc(N(C)Cc2sccc2C)n1 | i
Cc1[nH]ncc1CNC(=O)c1ccc(CN2C(=O)CCn3nc(-c4cccc(Cl)c4)cc32)cc1 | i
Cc1ccc(-c2cc(C(=O)N3CCCC3Cn3cccn3)n[nH]2)o1 (stereo unspecified) | i
COc1cccc(NC(=O)CN2CCCN(Cc3ccc(C)cc3)S2(=O)=O)c1 | i
CC(C)CC(=O)Nc1nc2n(n1)C(c1c(F)cccc1Cl)C=C(c1ccc(Cl)cc1)N2 (stereo unspecified) | i
NC1(C(=O)O)CCN(Cc2ccccc2-c2ccco2)C1 (stereo unspecified) | i
Cc1ccc(-n2ncc3c(-n4nc(C)cc4NC(=O)c4ccccc4Cl)ncnc32)c(C)c1 | i

Grouped by structure: the entries above containing fluorine.
SMILES | FECH block
Cc1ncc2c(=O)n(CCOc3ccc(F)cc3)c(=O)n(C)c2n1 | i
Cc1cccc(CCNC(=O)c2cc3n(n2)CC(C)(C(=O)NCc2ccc(F)cc2)N(C)C3=O)c1 (stereo unspecified) | i
CC(C)CC(=O)Nc1nc2n(n1)C(c1c(F)cccc1Cl)C=C(c1ccc(Cl)cc1)N2 (stereo unspecified) | i

(cont.)
SMILES | FECH block
C=CCOc1ccc(C(=O)N2CCC(=O)NCC2C)cc1OCC (stereo unspecified) | i
COc1ccc(CNC(=O)c2ccc(Nc3cc(-c4ccccc4)ncn3)cc2)c(OC)c1 | i
CC(C)CC(=O)Nc1nc2n(n1)C(c1ccc(F)cc1)C=C(c1ccc(Cl)cc1)N2 (stereo unspecified) | i
CCN(Cc1nc(COC)no1)Cc1ccnc2ccccc12 | i
CCCc1cc(=O)n2[nH]c(CNc3ccc(OCC)cc3)nc2n1 | i
CO[C@H]1CN(c2nccc(CCC(F)(F)F)n2)CC[C@H]1N | i
OCc1ccccc1-c1ccc(O)c(-c2ccno2)c1 | i
O=C(Cc1cccc(Cl)c1)NCCn1c(-c2ccccc2)nc2cccnc21 | i
c1ccc(CCc2n[nH]c(COc3ccc4c(c3)OCO4)n2)cc1 | i
O=C(NCc1cccnc1-n1ccnc1)c1cnc(-c2cccnc2)nc1 | i
CS(=O)(=O)N1CCOC(CNC(=O)c2nc3ccccc3s2)C1 (stereo unspecified) | i
CCc1ncc2c(n1)CN(C(=O)c1ccc3c(c1)OCC(=O)N3)C2 | i
C=CCN(CC=C)C(=O)CN1CC=C(n2c(=O)[nH]c3ccccc32)CC1 | i
COC(=O)c1cc2ccsc2n1CC(=O)Nc1cccc(Cl)c1 | i
c1cc(-c2nccn2CCCc2nn[nH]n2)cc(-n2cccn2)c1 | i
O=C(Nc1nc2n(n1)C(c1ccccc1)C=C(c1ccc(Cl)cc1)N2)c1ccc(F)cc1 (stereo unspecified) | i
O=C1NCC(=O)N2CCN(Cc3ccc4c(c3)Cc3ccccc3-4)CC12 (stereo unspecified) | i
C/C(=C\c1ccco1)CN1CCN(c2nc3cc(C)ccc3o2)CC1 | i
COc1cccc(CN2CCC(NS(C)(=O)=O)CC2)c1O | i
CC(=O)N1CCc2c(nc(-c3cccnc3)nc2NC2CCC(=O)N(C)C2)C1 (stereo unspecified) | i
Cc1nonc1C1CCCN1Cc1nnc(-c2ccc(C)n2C)o1 (stereo unspecified) | i
CCOc1ccc(C(=O)NC2CC(=O)N(c3ccc(C)cc3)C2)cc1OCC (stereo unspecified) | i
COc1ccc(S(=O)(=O)NCc2nc3cccnc3n2Cc2cccc(C)c2)cc1 | i
Cc1cc(C(=O)N2C[C@@H](N)C[C@H]2C(=O)NC(C)C)c(-c2ccccc2)o1 | i
COC(=O)c1ccc(Cl)cc1NC(=O)N1CCN(Cc2nc3cccnc3n2-c2cc(C)cc(C)c2)CC1 | i
O=C(NC1CC1)C1CN(Cc2cc3ccccc3[nH]2)CCN1 (stereo unspecified) | i
CCCc1cc(Sc2ccc(NC(=O)Nc3ccc(OCC)cc3)cc2)n2ncnc2n1 | i
O=C(Nc1nc2n(n1)C(c1ccccc1Cl)C=C(c1ccccc1)N2)c1ccccc1F (stereo unspecified) | +
C=CCc1cc(-c2nccn2C(C)Cn2cncn2)ccc1O (stereo unspecified) | i
CCCNC(=O)C1CCC(Cn2c(=O)c3sccc3n(CC(=O)N3CCC(C)CC3)c2=O)CC1 (stereo unspecified) | i
CN(C)c1ccc(-c2noc(C(=O)NCCc3ccc(S(N)(=O)=O)cc3)n2)cc1 | i
O=C(NCCc1csc(-c2ncccn2)n1)c1cnn2c1CCCC2 | i
CNc1nc(C(=O)N2CCC(c3n[nH]c(=O)n3-c3ccccc3)CC2)cs1 | i
Cc1cc(NC(=O)Cn2cncn2)n(-c2ccccc2)n1 | i
Cc1[nH]cnc1C(=O)N1CCC(CO)(Cc2ccccc2Cl)CC1 | i
CN1CCN(CCNC(=O)c2ccc(CN3C(=O)CCn4nc(-c5cccc(Cl)c5)cc43)cc2)CC1 | i
C=C(C)CN(C)C(=O)[C@@H]1C[C@H](N)CN1C | i
Cc1nccn1CC1CCCN(Cc2ccc(-c3ccn[nH]3)s2)C1 (stereo unspecified) | i
Cc1ccc2cc(C3(O)CCN(C)CC3)ccc2n1 | i
Cc1ccccc1-c1noc(CCC(=O)N(C)Cc2n[nH]c3c2CCCC3)n1 | i
COc1cccc(Cn2c(CNC(=O)c3cccc(N(C)C)c3)nc3cccnc32)c1 | i
CC(C)(C)CNC(=O)c1nc[nH]c1C(=O)NCc1ccccc1 | i
O=C(CCC(=O)N1CCC(c2ccncc2)CC1)Nc1cccc(O)c1 | i
CCCN(CCC)c1ncc(NS(=O)(=O)c2cccc(F)c2)cc1C(=O)O | i
CC(=O)N1c2ccc(S(=O)(=O)N(C)CC(=O)Nc3ccc(S(N)(=O)=O)cc3)cc2CC1C (stereo unspecified) | i
CN(C)[C@@H]1C[C@@H](CO)N(C(=O)c2cc3c(-c4ccccc4)nn(C)c3s2)C1 | i
Cc1ccc(S(=O)(=O)NCc2nc3cccnc3n2C)cc1C | i
COCCN1CCC(Cn2cnc(-c3ccccc3)c2-c2cc(C)[nH]n2)C1 (stereo unspecified) | i
COCCCN1C(=O)c2c(NC(C)=O)c3cc(F)ccc3n2CC1(C)C(=O)NC1CCCCC1 (stereo unspecified) | i
COc1ccc(N2CCCS2(=O)=O)cc1NC(=O)c1ccc(Cl)cc1 | i
Cc1cc(NC(=O)c2ccccc2)n(-c2ncnc3c2cnn3-c2ccc(F)cc2)n1 | i
COc1ccc(OC)c(Nc2nc(NCC(C)C)nc3c2cnn3-c2ccccc2)c1 | i
COc1cc(CC(=O)N2CCC3(CCCNC3)C2)cc(OC)c1OC (stereo unspecified) | i
COc1cccc(F)c1-c1c(-c2ccccc2)ncn1CCc1cc(=O)[nH]cn1 | i
Cc1cc(C)n2nc(CN(C(=O)c3ccc(F)cc3)c3ccccc3Cl)nc2n1 | i
CCCCN(Cc1nc2nc(C)cc(C)n2n1)C(=O)c1ccc(Cl)cc1 | i
Cn1c(=O)n(Cc2ccc(Cl)cc2)c(=O)c2cnc(-c3cccnc3)nc21 | i
O=C(CN1CCC(N2CCCC(CO)C2)CC1)Nc1ccc(Cl)cc1F (stereo unspecified) | i
CCc1noc(CN(CC)C(=O)c2ccccc2N2CCCC2)n1 | i
CCc1cc(Sc2ccccc2NC(=O)c2cccc(C)c2)n2nc(C)nc2n1 | i

As a short view, some entries already given:
SMILES | FECH block
Cc1onc(-c2ccccc2)c1C(=O)N1Cc2cnc(CC(C)C)nc2C1 | i
COc1ccc(OC)c(CNC(=O)c2nc3ccccc3n(C)c2=O)c1 | i

(further entries)
SMILES | FECH block
c1cc(C2CN(c3nccc4occc34)C2)ccn1 | i
Cc1ccc(-c2ccnc(N3CCC4(CC3)CNC(=O)C4)n2)c(C)n1 | i
CCCC(=O)N1CCC(NC(C)c2ncccc2C)CC1 (stereo unspecified) | i
Cc1ccc(-c2nc3cccnc3n2CCNS(=O)(=O)c2ccccc2Cl)cc1 | i
CN(C)CCNC(=O)c1ccc(CN2C(=O)CCn3nc(-c4cccc(Cl)c4)cc32)cc1 | i
Cc1cc(C)c(-c2c(-c3ccccc3)ncn2CCOCCO)c(C)c1 | i
COc1ccc(NC(=O)CN2CCCN(Cc3cccc(F)c3)S2(=O)=O)cc1Cl | i
Cc1ccc(NCc2ccc(C(=O)N(C)CC3CCCCO3)cc2)cc1 (stereo unspecified) | i
O=c1ccc(-c2ccc(Cl)c(S(=O)(=O)N3CCN(c4ccccc4)CC3)c2)n[nH]1 | i
c1ccc(Cc2nnc3sc(C4CCOC4)nn23)cc1 (stereo unspecified) | i
CCOc1ccc(Cn2c(CNS(=O)(=O)c3ccc(OC)cc3)nc3cccnc32)cc1 | i
CCCC(=O)Nc1ccc(CC(=O)N[C@H]2CCCCNC2=O)cc1 | i
COCCN(C(=O)c1ccc(NC(=O)C2CCC2)cc1)C1CCN(C)CC1 | i
CCCc1c(C)nc2ncnn2c1Sc1ccc(NC(=O)Nc2ccc(OC)c(OC)c2)cc1 | i
Cc1ccccc1-c1cc(N2CCN(S(=O)(=O)c3cccc(Cl)c3)CC2)ncn1 | i
CN1CC(=O)N(CC(=O)Nc2ccc(F)c(F)c2)c2ccccc2C1=O | i
Cc1cccc(C(CNC(=O)c2nc[nH]c2C)N(C)C)c1 (stereo unspecified) | i
CCc1cc(Sc2ccccc2NC(=O)c2ccc(Br)cc2)n2nc(C)nc2n1 | i
Cc1ccc(-n2ncc3c(-n4nc(C)cc4NC(=O)c4cc5ccccc5o4)ncnc32)c(C)c1 | i
CN(CCc1ccccc1)C1CCCN(C(=O)c2ncccc2O)C1 (stereo unspecified) | i
Cc1cc(-c2c(-c3ccccc3)ncn2CCCO)cc(C)c1O | i
Cc1ccc(NC(=O)CN2CCN(Cc3ccc(F)cc3)S2(=O)=O)cc1C | i
Cc1ccc(C(=O)NCC2CCCN(C(=O)C3CC3)C2)cn1 (stereo unspecified) | i
Cc1ccc(S(=O)(=O)NCc2nc3cccnc3n2Cc2ccccc2)cc1C | i
Cc1ccc(C)c2c1NC(=O)C2CC(=O)N(CCO)Cc1nccs1 (stereo unspecified) | i
COc1cccc(CNS(=O)(=O)c2cc(C(=O)N3CCCC3)cs2)c1 | i
Cc1ccccc1-c1nc2nc(CNc3ccc(F)cc3)cc(=O)n2[nH]1 | +
CCOc1ccccc1CN(CC)C(=O)c1nn(C)c(=O)c2ccccc12 | i
c1ccc(-c2ccc(-c3nccn3CCN3CCOCC3)s2)cc1 | i
c1ccc(CCc2nc(CCc3ccc4c(c3)OCO4)n[nH]2)cc1 | i

Of the compounds above, three contain two or more sulfur atoms.
SMILES | FECH block
CS(=O)(=O)N1CCOC(CNC(=O)c2nc3ccccc3s2)C1 (stereo unspecified) | i
CC(=O)N1c2ccc(S(=O)(=O)N(C)CC(=O)Nc3ccc(S(N)(=O)=O)cc3)cc2CC1C (stereo unspecified) | i
COc1cccc(CNS(=O)(=O)c2cc(C(=O)N3CCCC3)cs2)c1 | i

The list continues:
SMILES | FECH block
Cc1ccc(Nc2nc(N3CCN(C)CC3)nc3c2cnn3-c2ccccc2)cc1 | i
Cc1cccc(N2CCN(c3ncc(NS(=O)(=O)c4cccc(F)c4)cc3C(=O)O)CC2C)c1 (stereo unspecified) | i
CC(=O)OC12CC3C[C@@H](C1)CC(C(=O)NCC1CCCN(C)C1)(C3)C2 (stereo partly specified) | i
COc1cccc(N2CC(NC(=O)C3CCCC3)CC2=O)c1 (stereo unspecified) | i
CCCCN(CC)c1ncc(NS(=O)(=O)c2ccc(OCC)cc2)cc1C(=O)O | i
CCCCc1nncn1-c1cc(C)ccc1OC | i

Source: PubChem BioAssay
